ATG4B inhibitor: inhibitors of human ATG4B cysteine protease; Q9Y4P1; ATG4B cleavage of LC3-PLA2, NBD-HPC fluorescence, 1 h; inhibition, % at 8.33 µM; actives 0.51% (n = 340,000); AID 504462; in the data active = inhibition above about 40%
Target sequence (Q9Y4P1 whole entry, looked up): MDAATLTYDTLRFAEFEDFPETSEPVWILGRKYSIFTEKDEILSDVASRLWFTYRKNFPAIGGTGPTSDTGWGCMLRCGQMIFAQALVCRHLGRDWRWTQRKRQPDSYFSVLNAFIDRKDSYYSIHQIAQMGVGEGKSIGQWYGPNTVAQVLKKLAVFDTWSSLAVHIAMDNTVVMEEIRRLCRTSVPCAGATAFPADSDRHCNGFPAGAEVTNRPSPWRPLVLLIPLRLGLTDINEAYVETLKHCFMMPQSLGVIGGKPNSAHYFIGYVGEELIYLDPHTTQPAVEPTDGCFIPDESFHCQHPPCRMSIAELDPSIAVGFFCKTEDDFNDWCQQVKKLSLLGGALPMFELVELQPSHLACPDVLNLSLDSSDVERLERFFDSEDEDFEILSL
MPTP inh: permeability transition pore inhibition; isolated mouse mitochondria, Ca2+ swelling absorbance, 30 min; inhibition, % at 10 µM; actives 1.4% (n = 360,000); AID 602449;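 active = inhibition of 50% or more, scaled per plate between neutral and stimulator controls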;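 also: 0% = DMSO wells given calcium and 100% = 1 mM EGTA wells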
SENP6 inh: SENP6 protease inhibition; inhibition, % at 10 µM; actives 1.8% (n = 330,000); AID 2599; Recombinant SENP6 catalytic domain, aminoluciferin luminescence;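 active = inhibition above about 50% at the single tested dose, limit read from the data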;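 also: plate controls were DMSO wells with enzyme for no effect and DMSO wells lacking enzyme for full effect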
SENP8 block: inhibitors of human SENP8 protease; actives 0.64% (n = 360,000); recombinant SENP8, Nedd8 substrate fluorescence; inhibition, % at 20 µM; Q96LD8; in the data active = inhibition mostly above about 40%, no sharp cut-off; inactive = mostly below about 27%
GRIN3A LBD mod: modulators (binders) of human NR3A ligand-binding domain; NR3A LBD differential scanning fluorimetry, Tm shift; 0% = protein alone, 100% = glycine-bound protein; AID 1259313; Tm shift relative to glycine control, % at 25 µM; actives 2.5% (n = 340,000);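 active = melting temperature shift of at least 10% of the positive control shift, at one fixed dose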
hIAP activ: increases human intestinal alkaline phosphatase activity; P09923; purified human IAP, CDP-Star luminescence, 30 min; hits give high values; 1 = vehicle-only enzyme, 0 = enzyme-free background; activation factor at 10 µM; actives 0.16% (n = 330,000);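 active = activation factor of the enzyme at least 2-fold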; also: the source names both 10 and 20 µM as test concentration; values of inactives mirror those of a sister screen read the other way
Target sequence (P09923 whole entry, looked up): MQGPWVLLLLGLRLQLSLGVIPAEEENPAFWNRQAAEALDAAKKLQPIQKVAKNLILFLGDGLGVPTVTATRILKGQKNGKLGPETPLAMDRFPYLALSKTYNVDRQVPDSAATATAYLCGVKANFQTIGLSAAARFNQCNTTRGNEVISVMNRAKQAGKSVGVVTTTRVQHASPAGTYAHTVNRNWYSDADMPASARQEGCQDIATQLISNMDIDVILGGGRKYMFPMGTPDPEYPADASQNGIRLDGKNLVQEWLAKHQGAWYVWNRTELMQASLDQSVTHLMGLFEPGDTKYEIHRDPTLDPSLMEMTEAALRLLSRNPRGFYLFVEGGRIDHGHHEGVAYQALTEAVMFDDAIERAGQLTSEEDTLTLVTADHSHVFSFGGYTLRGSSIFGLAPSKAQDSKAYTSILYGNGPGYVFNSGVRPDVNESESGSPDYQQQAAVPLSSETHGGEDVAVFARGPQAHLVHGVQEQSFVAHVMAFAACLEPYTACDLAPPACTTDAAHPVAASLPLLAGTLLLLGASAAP
SENP1 FRET inh: SENP1 (human) catalytic domain inhibition; AID 624204; inhibition, % at 10 µM; actives 0.21% (n = 360,000); recombinant SENP1 catalytic domain, CyPet-SUMO1-YPet FRET cleavage; Q9P0U3;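 active = inhibition at least 30% at 10 µM, raw YFP signal under a set limit, fluorescence ratio 0.5 to 1.5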;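 also: 0% = enzyme with DMSO and 100% = no enzyme wells; some results filed as inactive read as strong as hits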
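Controls: no-enzyme wells low, DMSO-plus-enzyme wells high control. Test system: human recombinant His6-tagged SENP1 catalytic domain enzyme. Reagent: SFCypet-SUMO1-SFYpet FRET protein substrate, 25 nM final. Doses: one dose per compound, 10 µM, 0.5% DMSO. Detection: FRET, CFP and YFP emission. Timing: 50 min reaction at room temperature.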
PfGluPho inh: PfG6PD (Plasmodium falciparum) enzyme inhibition. PfGluPho enzyme, NADPH resazurin-diaphorase fluorescence. inhibition, % at 20 µM. actives 0.78% (n = 350,000). AID 504690;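 active = inhibition reaching at least a set limit at 20 µM in the primary screen, cut at about 59% in these data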;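 also: 0% = DMSO wells with substrate and 100% = DMSO wells lacking glucose-6-phosphate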
Starred values were filed as active, the others as inactive; / = not tested or not shown.

SMILES | ATG4B inhibitor | MPTP inh | SENP6 inh | SENP8 block | GRIN3A LBD mod | hIAP activ | SENP1 FRET inh | PfGluPho inh
Fc1cccc(F)c1CN1CCN(c2ccc(Cl)cc2)CC1 | 6 | 0.2 | 15 | 6 | 3 | 0.83 | 2 | 9
CCN(CC)S(=O)(=O)c1ccc(NN=C(C#N)C#N)cc1 | 13 | 103* | 11 | 26 | 13* | 0.88 | -1 | -34
COC(=O)C(O)(c1c(C)[nH]n(-c2ccccc2)c1=O)C(F)(F)F (configuration not stated) | -5 | 0.2 | 27 | 63* | 0 | 1.1 | 4 | -11
CCOc1cc2c(cc1OCC)-n1cccc1C(c1ccc(F)cc1)NC2 (configuration not stated) | 0 | -0.3 | 5 | 15 | 0 | 1.1 | 4 | 14
CC(C)(C)NC(=S)/N=C(\N)N[N+](=O)[O-] | 0 | 2.0 | -4 | 11 | -1 | 1.1 | 0 | 22
COC(=O)C1=C(c2ccc(F)cc2OCc2ccccc2)C[C@@H]2CC[C@H]1N2C(=O)NCCCOC(C)C | -10 | 1.2 | 0 | 3 | -2 | 0.97 | 1 | -12
c1ccc(C(OCCN2CCN(c3ncccn3)CC2)c2ccccc2)cc1 | 2 | 21 | -22 | 19 | 3 | 1.1 | 2 | -13
[O-]c1ccccc1-[n+]1c(-c2ccccc2)cc(-c2ccccc2)cc1-c1ccccc1 | 22 | 6.8 | -12 | -52 | -5 | 1.1 | 0 | 17
CCN(CC)c1ccc(/C=C2\C(=O)NC(=S)N(C)C2=O)o1 | 2 | 1.9 | 42 | 30 | -3 | 0.67 | 86* | 12
CC(=O)O[C@@H]1CC[C@]2(C)C3CC[C@@]4(C)C(C[C@@H](O)[C@@H]4O)C3[C@@H](OC(C)=O)C[C@H]2C1 (some centres not stated) | -1 | -0.4 | -8 | 3 | -1 | 0.98 | 1 | -27
COc1ccc(OC)c(NP(=O)(Oc2ccc(Cl)cc2)Oc2ccc(Cl)cc2)c1 | -9 | 0.4 | -10 | 9 | 0 | 0.99 | 1 | 1
COC(=O)C1=C(c2cccc(OCc3ccccc3)c2)C[C@@H]2CC[C@H]1N2C(=O)NCc1ccc(Br)cc1 | -1 | -0.3 | 2 | 15 | -5 | 1.2 | 0 | 9
COC(=O)C1=C(c2ccc3ccccc3c2)C[C@@H]2CC[C@H]1N2C(=O)N1CCC(C)CC1 | 16 | 6.3 | 13 | 10 | -1 | 0.9 | 1 | 2
O=C(/C=C/c1ccccc1)N1Cc2ccccc2-n2nncc2C1 | / | -0.7 | / | 11 | / | / | 0 | -1
C[N+]12CCC(CC1)C(C(O)(c1cccc(Cl)c1)c1cccc(Cl)c1)C2 (configuration not stated) | 5 | -4.4 | -28 | 31 | -2 | 1.5 | 1 | 6
Cc1nc2ccccc2c(=O)n1-c1ccc(F)cc1 | -4 | -1.1 | -9 | 8 | 0 | 0.86 | 1 | 0
CCOP(=O)(Cc1cc(C(C)=O)c(C)o1)OCC | -11 | -0.2 | -3 | 1 | 1 | 0.93 | -5 | 8
O=C1NC(=O)N(c2ccccc2)C(=O)/C1=C\C=C\c1ccccc1 | -6 | 5.1 | -6 | 14 | 7 | 0.94 | -15 | 53
COc1ccc(SCC2CN(C)CCC2c2ccc(F)cc2)cc1 (configuration not stated) | 8 | -3.2 | -15 | 14 | -2 | 1.1 | -4 | -2
CC(C)CNC(=O)c1c(N)n(Cc2ccco2)c2nc3ccccc3nc12 | 3 | 1.4 | 17 | -331 | -9 | 0.96 | -18 | 32
CC(C)(C)P(=O)(NCc1ccccc1)c1ccccc1 (configuration not stated) | -4 | -0.6 | 2 | 8 | -2 | 0.88 | 1 | -16
Cc1c(N=Cc2c(O)n(Cc3ccc(F)cc3)c(=O)[nH]c2=O)c(=O)n(-c2ccccc2)n1C | 4 | 2.6 | 3 | -36 | 0 | 0.86 | 0 | 3
O=C(O)c1cccc2nc3ccccc3nc12 | -10 | -1.1 | 3 | 11 | 0 | 1.1 | 2 | -1
C[N+]1(C)CCOC(O)(c2ccc(-c3ccc(C4(O)C[N+](C)(C)CCO4)cc3)cc2)C1 (configuration not stated) | 7 | -0.9 | -10 | -2 | -2 | 1 | 1 | -12
OCC12CO[C@@H]3c4ccccc4[C@H](OC1)N32 (some centres not stated) | -6 | -1.5 | 4 | 18 | -1 | 1.1 | 2 | 3
CN(C)C(=O)Oc1ccc(NC(=O)N2CCOCC2)cc1 | -3 | -0.9 | -6 | 9 | 2 | 0.96 | 11 | 0
COc1ccccc1CNCCc1ccc(F)cc1 | -6 | 0.8 | -10 | 15 | -1 | 1.1 | 2 | -10
COC(=O)C1=C(c2ccccc2OCc2ccccc2)C[C@@H]2CC[C@H]1N2C(=O)NCCOc1ccc(OC)cc1 | -14 | -0.5 | -6 | 15 | 0 | 0.97 | 2 | 15
O=NN1CCCCC1 | 0 | -0.9 | -2 | 4 | 2 | 0.95 | 0 | 18
COC(=O)C1=C(c2ccc(OC)c(OC)c2)C[C@@H]2CC[C@H]1N2C(=O)NCC1CC1 | -9 | -1.2 | -8 | 6 | 0 | 0.9 | -1 | 6

Whole records as entered above. Values in the order: ATG4B inhibitor	MPTP inh	SENP6 inh	SENP8 block	GRIN3A LBD mod	hIAP activ	SENP1 FRET inh	PfGluPho inh
CN(C)C(=O)Oc1ccc(NC(=O)N2CCOCC2)cc1 is listed as -3	-0.9	-6	9	2	0.96	11	0
CCOc1cc2c(cc1OCC)-n1cccc1C(c1ccc(F)cc1)NC2 (configuration not stated) is listed as 0	-0.3	5	15	0	1.1	4	14
COC(=O)C1=C(c2ccc(F)cc2OCc2ccccc2)C[C@@H]2CC[C@H]1N2C(=O)NCCCOC(C)C is listed as -10	1.2	0	3	-2	0.97	1	-12
COC(=O)C1=C(c2ccc3ccccc3c2)C[C@@H]2CC[C@H]1N2C(=O)N1CCC(C)CC1 is listed as 16	6.3	13	10	-1	0.9	1	2
COC(=O)C1=C(c2ccccc2OCc2ccccc2)C[C@@H]2CC[C@H]1N2C(=O)NCCOc1ccc(OC)cc1 is listed as -14	-0.5	-6	15	0	0.97	2	15

More entries follow:
SMILES | ATG4B inhibitor | MPTP inh | SENP6 inh | SENP8 block | GRIN3A LBD mod | hIAP activ | SENP1 FRET inh | PfGluPho inh
COc1ccc(CC(C)NCCC(c2ccccc2)c2ccccc2)cc1 (configuration not stated) | 0 | 8.1 | -5 | 18 | 0 | 0.98 | 1 | -8
CCC(CC)NC1CCCCC1OC (configuration not stated) | -2 | -1.1 | 15 | 13 | -1 | 1.1 | 1 | 4
NP(=O)(Oc1ccccc1Cl)Oc1ccccc1Cl | -5 | -1.3 | -35 | 10 | 0 | 1 | 1 | 7
O=P(N[C@@H](c1ccccc1)[C@@H]1C[C@H]1CO)(c1ccccc1)c1ccccc1 | -3 | 0.9 | -26 | 9 | -3 | 1.2 | 1 | -9
Cc1nn(Cc2ccccc2Cl)c(Cl)c1C(=O)OCC(=O)NCc1ccco1 | 4 | -0.2 | 7 | 20 | 0 | 0.79 | 0 | -11
O=C(c1ccc(Cl)cc1)C1CCCN(C2CCSCC2)C1 (configuration not stated) | 23 | -0.4 | 5 | 12 | 0 | 0.93 | 0 | 4
COC(=O)C1=C(c2ccc(C(C)=O)cc2)C[C@@H]2CC[C@H]1N2C(=O)NC(C)C | -10 | -0.4 | 5 | 12 | -2 | 0.98 | -1 | 0
Cc1ccccc1N1CCN(C2CCCN(C(=O)Cc3c(C)noc3C)C2)CC1 (configuration not stated) | 0 | 0.6 | -9 | 3 | 2 | 1.1 | 2 | -8
OC(c1ccncc1)(c1ccc(F)cc1)c1ccc(F)cc1 | -3 | -0.1 | -18 | 19 | 1 | 1 | 0 | 0
COc1cc(/C=N/NC(=O)Cn2c([N+](=O)[O-])cnc2C)ccc1OC(=O)N(C)C | -3 | -1.5 | -23 | 4 | 2 | 0.84 | -1 | 3
COc1ccc(-c2ccc(OC)c(OC)c2OC)cc1 | 4 | -0.1 | / | 16 | -1 | / | 1 | 9
COC(=O)C1=C(c2ccc(F)cc2OCc2ccccc2)C[C@@H]2CC[C@H]1N2C(=O)NCc1ccc(OC)c(OC)c1 | 0 | -0.2 | 4 | 14 | -11 | 0.99 | 2 | 8
C[C@]12CC[C@H](OC(=O)CCC(=O)O)CC1=CCC1C2CC[C@@]2(C)C1CC[C@@H]2OC(=O)CCC(=O)O (some centres not stated) | 5 | 0.1 | -2 | 12 | -4 | 1.1 | 0 | -39
Cc1[nH]c2ccccc2c1CCCNC1CCCCC1 | -5 | 0.5 | 0 | -3 | -7 | 1.1 | -7 | -3
Cc1ccc(S(=O)(=O)N[C@@H](CCCCN)C(=O)CCl)cc1 | -1 | 1.8 | 2 | -56 | -2 | 1 | -27 | -12
CC(=NCCN1CCOCC1)c1c(O)n(-c2ccccc2C)c(=O)[nH]c1=O | 6 | 0.5 | 9 | 0 | -3 | 0.92 | -4 | 6
CS(=O)(=O)N1Cc2ccccc2-n2nncc2C1 | 5 | -1.3 | / | 7 | -3 | / | 1 | 15
N[C@@H](Cc1c[nH]c2ccccc12)c1nnc(SCc2ccc(Cl)cc2)o1 | -13 | 0.4 | -30 | 21 | -8 | 1 | 1 | 40
COc1cccc(NP(=O)(Oc2ccccc2Cl)Oc2ccccc2Cl)c1 | 0 | -1.8 | -11 | 3 | -7 | 1.3 | 0 | 11
CN1CC(C(=O)c2ccc([N+](=O)[O-])cc2)C(c2ccc(Cl)cc2)C1 (configuration not stated) | 9 | -1.1 | -19 | 14 | 0 | 0.96 | 3 | 19
O=C1/C(=C/c2cccnc2)N2CCC1CC2 | -2 | 0.3 | -13 | 21 | -2 | 1 | -2 | -13
COc1cc2ccc(=O)oc2c2ccoc12 | -1 | 0.6 | -12 | -399 | -1 | 1.1 | -2 | 1
COC(=O)C1=C(c2ccccc2OCc2ccccc2)C[C@@H]2CC[C@H]1N2C(=O)NCc1ccc([N+](=O)[O-])cc1 | 4 | 0.8 | 0 | 17 | 0 | 0.99 | 4 | -2
Cc1cccc(OCC(O)CN2CC2)c1 (configuration not stated) | / | 0.4 | / | 14 | / | / | -1 | 6
O=c1c2ccccc2nc(-c2ccccc2Cl)n1-c1ccc(O)cc1 | 2 | -2.1 | -1 | 1 | -4 | 0.99 | 1 | -21
C[C@]12CCC3C(CCC4=C/C(=N/OCC(=O)NC(CCC(=O)O)C(=O)O)CC[C@@]43C)C1CCC2O (some centres not stated) | 5 | -0.8 | -3 | 14 | -7 | 0.92 | 0 | -12
CC(CN1CCOCC1)C(C#N)(c1ccccc1)c1ccccc1 (configuration not stated) | -4 | -1.4 | / | 5 | -1 | / | 3 | -4
COc1c2c(cc3c1OCO3)CC[N+](C)=C2 | 6 | -1.3 | 8 | 21 | -2 | 0.99 | -1 | 0
CC(=O)NC1CC2CCCC(C1)N2 (configuration not stated) | -14 | -0.9 | 6 | 9 | -1 | 0.99 | 1 | -2
CCOP(=O)(OCC)/C(C#N)=C/c1ccc(Br)cc1 | -2 | 0.5 | 23 | 10 | 2 | 0.92 | 2 | 12
CNC(=O)Oc1ccccc1OC(C)C | 0 | 0.5 | / | 5 | -2 | / | 1 | -1
CC(=O)Nc1ccccc1C(=O)OCc1cccc(F)c1 | -2 | 0.1 | 16 | -20 | 1 | 0.82 | -2 | 6
Cc1ccc(-n2c(O)c(C=NCc3ccco3)c(=O)[nH]c2=S)cc1C | 8 | -1.0 | 1 | 16 | 2 | 1.4 | -20 | 5
Cc1cc(OCC(=O)N[C@@H](Cc2ccccc2)C(=O)O)c2c3c(c(=O)oc2c1)CCCC3 | -9 | 0.1 | 3 | -82 | -1 | 0.94 | -1 | -17
COc1ccc(CC2NCC(O)C2OC(C)=O)cc1 (configuration not stated) | -6 | 0.2 | / | 29 | 1 | / | 3 | 13
CCOC(=O)c1c(/N=C/c2c(O)n(-c3ccc(F)cc3)c(=S)[nH]c2=O)sc2c1CCCC2 | -1 | -0.4 | 5 | 5 | 3 | 0.87 | -8 | 24

Screening data: PubChem, Sanford-Burnham Center for Chemical Genomics

Some of the compounds tested, so the mix of outcomes need not match the whole.
